# Screening results as filed in PubChem.
# hcGAS inh – Primary biochemical luminescence assay for human cyclic GMP-AMP synthase inhibitors | inhibition, % at 12.5 µM | AID 1259398, 2018 | recombinant h-cGAS, ATP depletion, Kinase-Glo luminescence | hit rate 0.081% among 290,000 | Q8N884;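 note: 0% = vehicle reaction and 100% = reaction without DNA for no activity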
# Target sequence (Q8N884 whole entry, looked up): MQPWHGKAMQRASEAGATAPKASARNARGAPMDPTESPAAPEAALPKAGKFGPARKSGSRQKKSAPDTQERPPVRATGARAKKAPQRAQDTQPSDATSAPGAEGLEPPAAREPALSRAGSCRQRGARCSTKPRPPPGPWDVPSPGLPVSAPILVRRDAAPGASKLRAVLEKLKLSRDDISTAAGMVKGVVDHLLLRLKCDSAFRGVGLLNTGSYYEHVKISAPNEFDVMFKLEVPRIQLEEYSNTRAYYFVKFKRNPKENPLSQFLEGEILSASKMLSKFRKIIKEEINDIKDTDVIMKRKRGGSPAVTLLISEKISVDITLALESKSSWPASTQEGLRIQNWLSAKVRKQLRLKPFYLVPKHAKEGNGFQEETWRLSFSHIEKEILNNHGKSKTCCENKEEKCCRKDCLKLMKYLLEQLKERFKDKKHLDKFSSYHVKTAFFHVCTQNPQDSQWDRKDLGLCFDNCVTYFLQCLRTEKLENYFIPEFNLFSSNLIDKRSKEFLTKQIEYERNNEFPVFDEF
# mcGAS lum – cyclic GMP-AMP synthase inhibitors, mouse, primary biochemical chemiluminescence; Q8C6L5; recombinant cGAS, Kinase-Glo ATP depletion luminescence; inhibition, % at 12.5 µM; hit rate 0.15% among 160,000; AID 1259399, 2018;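 note: 0% = negative control wells and 100% = reference inhibitor with no enzyme activity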
# NPYLR7 agonist – agonists of mosquito NPYLR7 receptor, primary screen, cell-based, Aedes aegypti, calcium fluorescence, mosquito biting behavior; activation, % at 10 µM; HEK293T NPYLR7/Galpha15, GCaMP6s calcium fluorescence; hit rate 0.15% among 270,000; AID 1259423, 2018; in the data active = activation above about 40%;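 note: 0% = vehicle and 100% = reference agonist at the receptor; some compounds past the cut are filed as inactive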
# An asterisk follows results filed as active; / = no result given; & = joins results of further samples. Cut-off read from the data, not from the text of the source, unless noted: active = inhibition above about 40%; inactive = the rest.
# Start of the data: the first five records, to show the layout:
SMILES,hcGAS inh,mcGAS lum,NPYLR7 agonist
CC1CC(OC(=O)C(O)c2ccccc2)CC(C)(C)N1C (configuration not stated),-4,-4,-4
CC[C@@]1(C(=O)O)C[C@H](C(=O)NCCN(C)C)[C@H](c2ccc(F)cc2)N1C,-1,/,-1
CCOC(=O)NC(NCCC1C=Nc2ccccc21)(C(F)(F)F)C(F)(F)F (configuration not stated),-5,/,0
Cc1ccc(C(C)Cc2c(-c3ccccc3)ncn2CCCO)o1 (configuration not stated),-6,-17,-3
COCCCNC(=O)CC1CSc2nc3c(c(=O)n21)CCCC3 (configuration not stated),-3,/,-1

# This part in full, from the start:
SMILES,hcGAS inh,mcGAS lum,NPYLR7 agonist
CC1CC(OC(=O)C(O)c2ccccc2)CC(C)(C)N1C (configuration not stated),-4,-4,-4
CC[C@@]1(C(=O)O)C[C@H](C(=O)NCCN(C)C)[C@H](c2ccc(F)cc2)N1C,-1,/,-1
CCOC(=O)NC(NCCC1C=Nc2ccccc21)(C(F)(F)F)C(F)(F)F (configuration not stated),-5,/,0
Cc1ccc(C(C)Cc2c(-c3ccccc3)ncn2CCCO)o1 (configuration not stated),-6,-17,-3
COCCCNC(=O)CC1CSc2nc3c(c(=O)n21)CCCC3 (configuration not stated),-3,/,-1
CC(C)CS(=O)(=O)CCn1cnnc1,-2,-17,/
CCn1c(O)c(N=NC(=O)c2ccccc2)c2cc(Cl)ccc21,-5,-5,0
Cc1cc(CSCC(=O)NC(C)c2ccc(CC(C)C)cc2)on1 (configuration not stated),-7,-6,0
COc1ccc(Nc2nccc3c2cc(-c2cccc(C(F)(F)F)c2)n3C)cn1,0,-6,-2
CC(CNC(=O)CCCc1nnc2c(=O)n(-c3ccc(Cl)cc3)ccn12)c1ccccc1 (configuration not stated),-8,-8,-2
COC(=O)CCC(=O)NCC1Cc2cc(C(=O)OC)cc(Cl)c2O1 (configuration not stated),-1,-5,23
CC(C)S(=O)(=O)c1ncc(CN2CCCC2c2nccs2)n1Cc1ccccc1F (configuration not stated),-7,/,8
Cc1ccn2c(NC3CCCCC3)c(-c3ccc(C(C)(C)C)cc3)nc2c1,-6&-10,-8&-7,3&-3
COc1ccc(Cl)cc1C(=O)C1CCCN(Cc2cccc3cnccc23)C1 (configuration not stated),-5,/,2
N#Cc1cnn(C(=O)C2CC2c2ccc(Cl)cc2)c1N (configuration not stated),-3,/,-7
CCn1cc(CNC(=O)C2(c3ccc(F)cc3)CCOCC2)cn1,0,/,13
COc1ccccc1COn1c(=O)c(-c2ccccc2)[n+]([O-])c2ccccc21,-2,/,3
O=C(CCC(=O)N1CCc2ccccc2C1)NCCc1cccnc1,-1,1,-5
CCOC(=O)CCC(=O)Nc1cccc(C2SCC(=O)N2c2ccc(C(F)(F)F)cc2)c1 (configuration not stated),-2,-4,4
CCOc1ncccc1C(=O)N1CCC(=O)N(CC2CC2)C(C(C)C)C1 (configuration not stated),-6,-12,0

# Just mcGAS lum and hcGAS inh (2 entries from above):
mol	mcGAS lum	hcGAS inh
CC[C@@]1(C(=O)O)C[C@H](C(=O)NCCN(C)C)[C@H](c2ccc(F)cc2)N1C	/	-1
CCOC(=O)NC(NCCC1C=Nc2ccccc21)(C(F)(F)F)C(F)(F)F (configuration not stated)	/	-5

# (cont.)
SMILES,hcGAS inh,mcGAS lum,NPYLR7 agonist
Cc1nc2sc(C(=O)N3CCCC(N(C)C)CC3)c(C)c2c(=O)[nH]1 (configuration not stated),-8,-12,7
CC(=O)N1CCN(C(=O)Nc2cccc(N(C)C(C)=O)c2)C(C)C1 (configuration not stated),-3,/,-1
CCOC(=O)N1CCC(NC(=O)c2ccc(NC(C)C)nc2)CC1,-1,-3,2
Cc1nc2ccccc2n1CCNc1cc(=O)n2ccccc2n1,3,0,-4
COc1ccc(Cl)cc1Cn1c(C)c(C(=O)NCC2CC2)sc1=O,1,/,-9
COc1ccccc1/C=C/c1nc2ccc(Cl)cn2c1NC1CCCCC1,-7,-6,10
CC(NC(=O)NCCOc1ccc2c(c1)OCO2)c1nncn1C (configuration not stated),-1,/,2
CC[C@H]1CN(C(=O)c2ccc(C)cc2C)CC[C@@]1(C)O,-2,/,5
O=C1CCC2(C(=O)NCc3ccc(Cl)cc3)SCCN12 (configuration not stated),-4,/,-12
COc1cccc(C(=O)N2CCC3(CC2)OCC(C(=O)NCc2cccnc2)N3C(=O)c2ccc(F)cc2)c1 (configuration not stated),-3,-5,1
CCc1nnc(C(C)N2CCCC(c3cc(C(N)=O)n[nH]3)C2)o1 (configuration not stated),-8,/,5
C=CCn1c(=NC(=O)Cc2ccc(S(C)(=O)=O)cc2)sc2c(OC)ccc(OC)c21,1,/,8
Cn1nnnc1SCC(=O)Nc1ccc(C(=O)NNC(=O)c2cccs2)cc1,-8,-8,0
O=C(NC1CC1)c1cc2n(n1)CCCN(C(=O)c1ccc3nc[nH]c3c1)C2,-10,/,18
CC(=O)Oc1cc(C(F)(F)F)ccc1C(=O)O,-7,/,-2
CN1CCCc2cc(C(CNC(=O)c3ccc(Br)o3)N3CCCCC3)ccc21 (configuration not stated),-4,/,9
C=CCCC(O)CN(Cc1c(CC)nn(-c2ccccc2)c1Oc1cccc(F)c1)CC1CCCO1 (configuration not stated),5,/,-2
Cc1cccc(C(C(=O)NC2CCS(=O)(=O)CC2)N(C)C)c1 (configuration not stated),-5,/,5
CCOC(=O)N1CCN(CC(=O)N2N=C(c3ccc(OC)cc3OC)CC2c2ccc3c(c2)OCO3)CC1 (configuration not stated),-4,1,-12
CC(=O)Nc1ccc(Br)c2c1C(=O)c1c(NC(C)=O)ccc(Br)c1C2=O,-4,/,2
O=C(CCC1CCN(Cc2ccccc2O)CC1)NCc1cccc(C(F)(F)F)c1,1,/,1
c1ccc(-c2nnc3sc(-c4cnccn4)nn23)cc1,0,/,5
CC(=O)Nc1sc(C)c(C)c1C(=O)O,0,/,12
CCC(C)(C)c1ccc(S(=O)(=O)N2CCC(c3nc(-c4ccc(C(F)(F)F)cc4)no3)CC2)cc1,-5,-7,31
O=C(Nc1nnc(C2CC2)s1)c1nn(-c2ccccc2)c(=O)c2ccccc12,-6,/,0
CCn1cc(C(CC(=O)NCCN2CCCC2)c2cc(OC)cc(OC)c2)c2ccccc21 (configuration not stated),-13,-10,/
Cc1ccsc1C(=O)N(C)C(C)c1cccs1 (configuration not stated),1,/,0
CCC(C)(C)c1ccc(S(=O)(=O)N2CCN(c3cc(S(=O)(=O)N(C)c4ccc(OC)cc4)ccc3OC)CC2)cc1,-11,-7,25
COc1ccc(-c2ccc(C(=O)N(C)Cc3nc(C)no3)o2)cc1,-4,-21,3
CCNC(=S)NNC(=S)NCC1CCCO1 (configuration not stated),-3,/,13
O=c1oc2c(Cl)cc(Cl)cc2cc1-c1csc(Nc2ccc(F)cc2)n1,-7,/,-5
CCCCc1ccc(S(=O)(=O)N2CCN(c3nccc(-c4ccco4)n3)CC2)cc1,-5,-7,-8
Cc1c(C)n2c3c(=O)n(CCCc4ccccc4)c(=O)n(C)c3nc2n1CCCO,-5,-8,7
CCCc1c(C(=O)NCCCn2ccnc2)cnn1-c1ccccc1,2,1,-7
CCOC(=O)C1(Cc2ccc(Cl)cc2)CCN(Cc2nccn2CC)CC1,1,/,-2
Oc1ccc(-c2csc(NC3CCCC3)n2)c(O)c1,-6,/,3
NC(=O)C1CCN(C(=O)c2cccn3c(=O)c4c5c(sc4nc23)CCCC5)CC1,-5,/,5
CCN(CC)C(=O)Oc1ccc2c(ccn2Cc2cccc(Cl)c2)c1-c1ccc(OC)cc1,-1,-4,4
CC(C)Cc1nc(C2CC(=O)N(Cc3ccccn3)C2)n(-c2ccccn2)n1 (configuration not stated),-3,-6,12
O=C(Cn1nc2c(c1NC(=O)COc1ccccc1F)CSC2)NCc1ccco1,7,9,-7
COc1ccc(NCCCn2c(C)c(C)n3c4c(=O)n(C)c(=O)n(C)c4nc23)c(OC)c1,-4,/,4
CC1c2cccn2CCN1CC(=O)Nc1sc2c(c1C#N)CCC2 (configuration not stated),-9,/,-16
Clc1nc2ccccc2n2ccnc12,-3,/,-3
COc1ccc(C)cc1CC(=O)Nc1ccncc1,-4,/,-1
COc1cc(NC(=O)Nc2c(C)nc3sccn3c2=O)cc(OC)c1OC,-8,-12,7
COCCn1c(C)cn2c3c(=O)n(Cc4ccc(Cl)cc4)c(=O)n(C)c3nc12,-7,-8,52*
CNC(=O)[C@@H]1CN2CCN(C(=O)c3c(C)noc3C)C[C@@H]2[C@H]1c1ccccc1,-11,-4,1
Cc1ccc(Nc2nc(N)c([N+](=O)[O-])c(N3CCCC3)n2)cc1,1,-4,9
CN1C(=O)C2(CCCN(C(=O)c3cc4sccc4[nH]3)C2)c2ccccc21 (configuration not stated),3,/,-1
O=C1CCC2(C(=O)NC3CCCc4ccccc43)SCCN12 (configuration not stated),5,-1,-3
Fc1ccccc1Nc1nc(Cc2ccccc2)nc2cc(Cl)ccc12,-6,-3,16
O=C(c1cccc(Br)c1)N1CCCC(OCc2cccc(OC(F)(F)F)c2)C1 (configuration not stated),6,/,-3
C=CCCC(O)CN(Cc1c(C)nn(-c2ccccc2)c1Oc1cccc(F)c1)CC1CCCO1 (configuration not stated),-4,-4,-5
CCc1nc2c(OCc3ccc(C#N)cc3)cccn2c1N(C)C(=O)c1cccs1,-5,-2,8
Cc1ccc(C2(O)CCN(C(=O)c3ccc(=O)[nH]n3)CC2)nc1,-4,-18,6
Cc1ccoc1C(=O)N(C)Cc1ccc(-n2cccn2)cc1,5,/,-6
COc1ccc(CCNC(=O)c2cc(-c3ccc(C)o3)nn2-c2cccc(Cl)c2)cc1OC,-4,-5,15
Cc1cc(C)[n+](C23CC4CC(CC(C4)C2)C3)o1,5,/,-4
COc1cc(CN2CCC(c3ccnc(-c4ccncc4)c3)C2)cc2c1OCO2 (configuration not stated),-6,-9,/
Cc1ccc(C(=O)COC(=O)c2ccc(F)cc2)cc1,-9,-7,11

# Part of the list above, field by field:
Structure: Fc1ccccc1Nc1nc(Cc2ccccc2)nc2cc(Cl)ccc12
- hcGAS inh: -6
- mcGAS lum: -3
- NPYLR7 agonist: 16
Structure: O=C(c1cccc(Br)c1)N1CCCC(OCc2cccc(OC(F)(F)F)c2)C1 (configuration not stated)
- hcGAS inh: 6
- mcGAS lum: /
- NPYLR7 agonist: -3
Structure: C=CCCC(O)CN(Cc1c(C)nn(-c2ccccc2)c1Oc1cccc(F)c1)CC1CCCO1 (configuration not stated)
- hcGAS inh: -4
- mcGAS lum: -4
- NPYLR7 agonist: -5
Structure: CCc1nc2c(OCc3ccc(C#N)cc3)cccn2c1N(C)C(=O)c1cccs1
- hcGAS inh: -5
- mcGAS lum: -2
- NPYLR7 agonist: 8

# The results go on:
SMILES,hcGAS inh,mcGAS lum,NPYLR7 agonist
Cc1cccc(N(C)C(=S)Oc2ccc3ccccc3c2)c1,-2&-6,-5,-12&0
OCCCn1cnc(-c2ccccc2)c1-c1ccc(-c2cncnc2)cc1,-2,/,3
CCNc1ccc(C)cc1C(=O)N1CCCC(c2n[nH]c(=O)n2CC)C1 (configuration not stated),-6,-16,22
CCc1c(C)c(C#N)c2[nH]c3ccccc3n2c1=S,15,/,3
Cn1cc(-c2ncc(C(=O)N(CC3CCC3)CC(F)(F)F)s2)cn1,1,/,9
O=C(NC(c1ccc(F)cc1)c1cnccn1)C1CCN(CCCc2ccccc2)CC1 (configuration not stated),0,-1,-1
Cc1ccc(C)c(OC(C)C(=O)NCCc2n[nH]c3c2CCCC3)c1 (configuration not stated),-8,/,5
CC(C)(C)c1cc(NC(=O)Cc2ccccc2)n(-c2ccccc2)n1,-5,-8,25
c1ccc(NCC2COc3ccccc3O2)nc1 (configuration not stated),-8,/,6
COc1ccc(-c2cc(C(=O)N(C)CCc3ccc(OC)c(OC)c3)n(-c3cc(C)ccc3C)n2)cc1,-11,-1,-2
CC(NS(=O)(=O)c1ccccc1F)c1ccccc1Cl (configuration not stated),-2,/,-2
O=C1C(=Cc2ccc(OC(F)F)cc2OC(F)F)Oc2cc(O)ccc21,-5,/,41*
Cc1ccc(C(=O)N(CC(=O)Nc2nc(CC(=O)NC(C)CCc3ccccc3)cs2)C2CC2)cc1 (configuration not stated),5,0,-11
O=C(CSc1ncnc2c1oc1ccccc12)Nc1ccc2c(c1)OCO2,-5,-8,6
CCN1CCN(C(=O)CCC2CCN(C(=O)CC3=CCCCC3)CC2)CC1,-9,/,19
O=C(CCC1CCN(Cc2ccc3c(c2)OCCO3)CC1)N1CCN(c2ccccc2)CC1,-7,/,15
CC(C)=CC(=O)NCC1CCCN(Cc2ccnc(C(C)C)n2)C1 (configuration not stated),-3,-18,0
